STK33 inh: inhibitors of purified STK33 kinase, primary screen, biochemical, ADP-Glo luminescence, homogeneous, cell-free; MBP phosphorylation; inhibition, % at 10 µM; 0.073% of 320,000 active;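 active = inhibition at or above 25%, using the most active replicate where run in duplicate; inactive = inhibition below 25%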
Target sequence (Q9BYT3 whole entry, looked up): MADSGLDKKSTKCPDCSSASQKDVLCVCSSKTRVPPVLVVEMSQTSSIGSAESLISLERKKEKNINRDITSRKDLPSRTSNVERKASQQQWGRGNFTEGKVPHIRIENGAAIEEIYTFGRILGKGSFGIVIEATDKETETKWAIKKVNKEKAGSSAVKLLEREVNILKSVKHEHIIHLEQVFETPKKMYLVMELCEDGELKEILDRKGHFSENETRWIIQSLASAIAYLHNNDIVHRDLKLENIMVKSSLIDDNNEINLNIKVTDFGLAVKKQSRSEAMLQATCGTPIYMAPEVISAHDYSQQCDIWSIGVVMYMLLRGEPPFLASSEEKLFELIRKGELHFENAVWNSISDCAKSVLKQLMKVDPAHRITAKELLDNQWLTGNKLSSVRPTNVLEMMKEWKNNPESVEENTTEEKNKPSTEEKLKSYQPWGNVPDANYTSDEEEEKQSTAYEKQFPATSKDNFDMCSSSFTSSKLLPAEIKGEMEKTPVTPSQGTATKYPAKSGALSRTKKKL
OX1R antag: antagonists of human orexin 1 receptor (OX1R). 1.8% of 330,000 active. AID 485270, 2010. OX1R-expressing cells, FRET antagonist read-out. inhibition, % at 6.6 µM; in the data active = inhibition mostly above about 38%, no sharp cut-off; inactive = mostly below about 40%;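 note: 0% = agonist challenge alone and 100% = reference antagonist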
Target sequence (O43613 whole entry, looked up): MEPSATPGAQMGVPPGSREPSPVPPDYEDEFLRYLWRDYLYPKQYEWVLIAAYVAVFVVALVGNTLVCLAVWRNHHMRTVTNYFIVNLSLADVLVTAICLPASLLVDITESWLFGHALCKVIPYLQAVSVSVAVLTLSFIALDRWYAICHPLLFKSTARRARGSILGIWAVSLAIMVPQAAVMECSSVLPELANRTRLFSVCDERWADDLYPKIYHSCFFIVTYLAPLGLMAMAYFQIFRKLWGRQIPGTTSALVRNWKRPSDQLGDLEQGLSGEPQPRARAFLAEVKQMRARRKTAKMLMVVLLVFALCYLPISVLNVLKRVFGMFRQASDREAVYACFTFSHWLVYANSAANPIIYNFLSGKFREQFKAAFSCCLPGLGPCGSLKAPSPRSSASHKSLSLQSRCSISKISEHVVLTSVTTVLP
* = called active by the depositor; / = not tested or not shown.

STK33 inh	OX1R antag	Structure
-3.4	31	COc1cc(NS(=O)(=O)c2ccc(OC)c(C)c2C)c(OC)cc1Cl
-2.8	38	COc1ccccc1NC(=O)c1ccc([N+](=O)[O-])o1
/	1	CNCc1cn2cc(Cl)ccc2n1
-1.6	16	COc1ccc(OC)c(NC(=O)NNC(=O)CCCOc2ccc(Cl)cc2C)c1
0.3	23	O=C(COC(=O)c1ccc(Sc2ccccc2)c([N+](=O)[O-])c1)NC1CCCc2ccccc21 (stereo unspecified)
-4.8	13	COc1ccc(NS(=O)(=O)c2ccc(NS(=O)(=O)c3cccc(C(=O)O)c3)cc2)cc1
/	23	Cc1ccc(NC(=O)c2oc3ccc(S(=O)(=O)N4CCOCC4)cc3c2C)c(C)c1
-1.5	17	Cc1ccc(NC(=O)c2ccccc2Cl)c(Cl)c1
0.1	19	Cc1nn(C(C)C(=O)N2CCc3ccccc32)c(C)c1[N+](=O)[O-] (stereo unspecified)
-0.9	3	CCOC(=O)c1[nH]c(C)c(C(=O)OCC(=O)NC2CCS(=O)(=O)C2)c1C (stereo unspecified)
-1.6	43	Cc1ccc(NC(=O)CN2C(=O)NC(Cc3c[nH]c4ccccc34)C2=O)cc1S(=O)(=O)N1CCCCC1 (stereo unspecified)
-1.4	18	CCOC(=O)c1ccc(NC(=O)CCNS(=O)(=O)c2cccs2)cc1
0.5	10	CCOC(=O)c1ccc(N2C(=O)CC(N(C)CCc3ccc(OC)c(OC)c3)C2=O)cc1 (stereo unspecified)
-0.3	12	CCOC(=O)c1ccc(NC(=S)NC(=O)C2CCCC2)cc1
-0.4	22	COc1ccc(/C=N/NC2=NCCCCC2)c(OC)c1
0.7	22	COCCn1c(=S)[nH]c2cc(C(=O)N3CCc4ccccc43)ccc2c1=O
0.2	11	O=C(N/N=C/c1cn(CCOc2ccccc2)c2ccccc12)c1ccncc1
-0.8	1	Cc1ccc2c(c1)C(=O)CC(O)(C(F)(F)F)O2 (stereo unspecified)
-1.1	-11	O=C(NCC1CCCO1)c1cccc(-n2cnnn2)c1 (stereo unspecified)
-3.0	13	CCOC(=O)c1sc2nc(C)nc(NCCc3ccc(S(N)(=O)=O)cc3)c2c1C
-1.8	12	COc1ccc(C(CNC(=O)c2cccc(N(C)C)c2)N2CCCC2)cc1 (stereo unspecified)
1.1	22	CCCN1CCC(NC(=S)Nc2ccc(S(N)(=O)=O)cc2)CC1
-1.8	9	CC(=O)Nc1cccc(NC(=O)CSc2ccc3nnc(CCNC(=O)c4ccccc4)n3n2)c1
0.9	17	CN1N=C(C(C)(C)C)CC1=O
-3.7	6	CCOc1ccc(NC(=O)c2ccc(NC(=O)CSc3nc4ccccc4c(=O)[nH]3)cc2)cc1
0.2	8	CC(C)CCN1C(=O)CCC1(C)C(=O)NC1CCCCCCC1 (stereo unspecified)
-1.2	10	CC1CC(C)CN(C(=O)CCc2nnc3ccc(N4CCCCC4)nn23)C1 (stereo unspecified)
-0.5	11	O=C(COC(=O)COc1ccccc1[N+](=O)[O-])Nc1ccc(S(=O)(=O)N2CCCCC2)cc1
1.0	7	Cc1cnc(C(=O)Nc2ccc(C(C)C)cc2)cn1
-2.1	5	O=C(O)CCn1c(C2CCCCC2)nc2ccccc21
-2.4	15	CCc1ccc(C(=O)NCc2ccc(Cl)cc2)cc1
0.1	13	Cc1ccc(C(=O)NCc2ccncc2)cc1S(=O)(=O)Nc1cccc(C)c1C
-0.6	-8	O=C(c1ccco1)N1CCN(S(=O)(=O)c2cc(Cl)ccc2Cl)CC1
-1.0	10	O=C(O)CNC(=O)CCCn1nnc2ccccc2c1=O
-0.2	8	N=C(N)SCc1nc2ccccc2c(=O)n1-c1ccccc1Cl
4.9	17	c1ccc(CNc2nnnn2-c2ccccc2)cc1
-1.5	28	CCOc1c2ccc(C(=O)NCc3ccc(C)cc3)cc2nn1CC
1.3	-4	COc1ccc(NC(=O)CSc2nnc(C(C)C)n2N)cc1
1.1	25	O=C(COC(=O)c1nc(Cl)c(Cl)c(Cl)c1Cl)c1ccc[nH]1
-0.8	23	Cc1cccc(N(C)c2ccc3cc(S(=O)(=O)N4CCCC4)ccc3n2)c1
1.2	3	CCCCN1C(=O)C2(NNc3ccccc3O2)c2ccccc21 (stereo unspecified)
-0.6	73*	Cn1c(CO)cnc1SCc1ccc([N+](=O)[O-])cc1
-0.8	16	CNc1nc(OC)nc(N2CCOCC2)n1
-0.4	1	O=C(O)C(NS(=O)(=O)c1ccccc1)C(O)c1ccccc1 (stereo unspecified)
/	12	O=C(Nc1ccccc1N1CCCC1)C1CCN(S(=O)(=O)c2ccccc2C(F)(F)F)CC1
-1.5	-3	CN(C(=O)CSc1nnc(-c2cccs2)n1N)c1ccccc1
-2.2	4	COc1ccc(CC(=O)Nc2ccc(C(N)=O)cc2)cc1
1.0	15	O=C(Cc1n[nH]c(=O)c2ccccc12)OCc1c(Cl)cccc1Cl
2.3	38	Cc1ccc(C(=O)NC(=C(Cl)Cl)S(=O)(=O)c2ccc(C)cc2)cc1
-1.8	2	CCOc1ccc(C(=O)CCC(=O)Nc2ncccc2O)cc1

New compounds follow.
STK33 inh	OX1R antag	Structure
0.0	8	Cc1ccnc2nc(C(=O)OCC(=O)NC3CCC(C)CC3)nn12 (stereo unspecified)
-0.5	7	O=C1CCC(=O)O1
-0.1	14	O=C(O)/C=C\c1ccccc1Oc1ccc(F)cc1
0.0	16	Cc1ccccc1OCCC(=O)Nc1cc(S(=O)(=O)N2CCOCC2)ccc1OC(C)C
-2.3	12	O=C(CCN=C1NS(=O)(=O)c2ccccc21)OCC(=O)c1ccccc1
2.5	25	Cc1cc(C)c(C(N)=O)c(Nc2cccc3ccccc23)n1
-0.9	1	COc1cc(Br)cc(/C=C/c2ccc3cccc(O)c3n2)c1OC
1.3	15	COc1cccc(Nc2nc(N)nc(C(F)(F)F)n2)c1
-0.2	24	COc1ccc(NC(=O)CNC(=O)c2sc3ccccc3c2Cl)c(OC)c1
-0.4	20	COc1ccccc1CN(Cc1nc2ccccc2c(=O)[nH]1)C(=O)Nc1cccc(C)c1
0.6	0	Cn1ccnc1SCC(=O)Nc1cc(F)ccc1F
-0.1	13	Cc1cc(C)cc(OCC(=O)OCc2nnc(-c3ccccc3)o2)c1
-0.8	18	CCOc1ccc(-n2nnc3c(=O)n(CC(=O)N4CCCc5ccccc54)cnc32)cc1
-0.5	29	COc1ccc(/C(N)=N/OC(=O)CC2CCCCC2)cc1OC
4.9	5	Nc1ncnc2c1ncn2C1CCCC1
-1.9	6	C/C(=N/Nc1ncc(Br)cn1)c1ccc(Br)cc1
-2.3	5	O=C(CSCc1ccc(F)cc1)Nc1ccccc1
1.8	13	O=C(CCC1CCCC1)N1CCN(C(=O)c2ccco2)CC1
5.6	10	CCCCCCOC(=O)C(C#N)c1nc2ccccc2nc1N1CCOCC1 (stereo unspecified)
0.8	19	COc1ccc(-c2noc(CSc3nnc(-c4ccccc4)n3C)n2)cc1
-1.8	12	O=C(COC(=O)c1cccc(S(=O)(=O)NCc2ccccc2)c1)NCC1CCCO1 (stereo unspecified)
-1.7	22	COc1cc(/C=N/NC(=O)c2ccncc2)ccc1OCc1cnc(Cl)s1
-0.4	-3	CC(C)n1nc(C(=O)Nc2cccc(S(=O)(=O)N3CCCCC3)c2)c2ccccc2c1=O
2.7	-2	Cc1ccc(C)c(OCCCC(=O)N2CCOCC2)c1
-0.7	3	Cc1cc(SCC(=O)NC2CCCCC2)nc2ccccc12
-2.1	4	Cc1cccc(C)c1NC(=O)NN=C1CCCCC1
-1.4	7	CCOC(=O)C1(Cc2ccc(OC)cc2)CCN(C(=O)c2ccc3[nH]ccc3c2)CC1
-0.7	46	Cc1[nH]c2ccc(F)cc2c1CCN(Cc1cccnc1)C(=S)Nc1cccc(F)c1
-0.4	17	Cc1ccc(C)c(S(=O)(=O)N2CCN(C(=O)CCNC(=O)c3ccc(Br)cc3)CC2)c1
2.0	12	CCCCN(CC)C(=O)c1cc2cc3ccc(Cl)cc3nc2o1
/	5	CC1(C)Cc2c(C#N)c(N3CCN(C(=O)c4ccccc4Cl)CC3)nc(-c3ccco3)c2CS1
0.9	5	CCCCCCC[C@H](N)[C@H](O)C(=O)N(C)[C@@H](CCS(C)=O)C(=O)N[C@@H](Cc1ccc(O)cc1)C(=O)N[C@@H](Cc1ccc(O)cc1)C(=O)O (stereo partly specified)
-2.0	8	COc1ccc(OC)c(C2=Nn3c(nnc3-c3cccc(OC(C)C)c3)SC2)c1
-1.0	25	CC12CCC(c3c1nc1ccccc1[n+]3[O-])C2(C)C (stereo unspecified)
-1.0	2	Cc1[nH]ccc(=O)c1Oc1ncc(C(F)(F)F)cc1Cl
-0.5	0	COc1ccccc1OCc1nn[nH]n1
1.0	18	CCOC(=O)N1CCN(C(=O)c2oc(=O)c3ccccc3c2-c2ccc(C)cc2)CC1
-1.8	46	CCOC(=O)C1=C(C)N(C)C(=S)NC1c1cc(OC)ccc1OC (stereo unspecified)
-0.9	24	O=C(CSCc1ccc(Cl)cc1)N/N=C/c1ccccc1
0.8	18	CC1=C(C(=O)Nc2ccccc2)C(c2ccco2)C(C#N)=C(SCC(=O)OC(C)C)N1 (stereo unspecified)
-2.0	10	O=C(c1ccco1)N1CCN(C(=O)C2CCN(S(=O)(=O)Cc3ccccc3)CC2)CC1
1.3	12	COc1ccc(NC(=O)CN(C)S(=O)(=O)c2ccccc2)c([N+](=O)[O-])c1
-0.1	33	Cc1ccc(/C=C/C(=O)NC(=S)Nc2ccc(S(=O)(=O)Nc3cc(C)on3)cc2)cc1
-1.6	6	CCOC(=O)c1c(NC(=O)CSc2nc3nc(C)cc(C)n3n2)sc(CC)c1C
-0.1	-7	Cc1ccc(CN2C(=O)C(=O)N(CC(N)=O)C2=O)cc1
-1.5	9	COc1ccc(-n2c(=O)c3ccccc3n(CC(=O)NCC3CCCO3)c2=O)cc1 (stereo unspecified)
-0.5	14	COc1cccc(C(=O)NC(=S)Nn2cnnc2)c1OC
-1.8	14	COc1nc(OC)nc(N2CCC(C(=O)Nc3cccc4c3CCCC4)CC2)n1
-0.7	4	COc1ccc(N2C(=O)CC(N3CCCCC3)C2=O)cc1 (stereo unspecified)
0.0	4	Cc1cc(Cl)ccc1NC(=O)CCC(=O)N/N=C/c1cc([N+](=O)[O-])ccc1O

Single records, as listed above. Order of values: STK33 inh | OX1R antag
`Cc1ccc(CN2C(=O)C(=O)N(CC(N)=O)C2=O)cc1` is listed as -0.1 | -7
`CC12CCC(c3c1nc1ccccc1[n+]3[O-])C2(C)C` (stereo unspecified) is listed as -1.0 | 25

(more compounds)
STK33 inh	OX1R antag	Structure
-2.1	52*	O=C(CSc1nnc(-c2c[nH]c3ccccc23)o1)N(Cc1ccccc1)c1ccc(F)cc1
0.6	30	CCn1cc(/C=C2/SC(=S)NC2=O)c(C)n1
1.8	7	O=C(NCCCCc1ccccc1)Nc1cccc(F)c1
0.1	0	CCOC(=O)N1CCN(C(=O)c2ccc(Cn3c(=S)[nH]c4cc5c(cc4c3=O)OCO5)cc2)CC1
0.1	7	CCCCSCCCNC(=O)Nc1ccc(C)c(C)c1
/	8	COc1cc(-c2nnc(NC(=O)CS(=O)(=O)c3ccc(F)cc3)o2)cc(OC)c1OC
-1.0	15	CCNC(=O)Nn1c(-c2ccccc2)nc2ccccc2c1=O
/	13	CC(C)(C)c1ccc(/C=N/NC(=S)NC2CCCCC2)cc1
-0.6	4	COc1ccccc1CNC(=O)CCC(=O)Nc1nnc(C)s1
-0.7	57	O=C(O)c1ccc(Sc2ccccn2)c([N+](=O)[O-])c1
-0.6	14	CC(=O)N/C(=C\c1ccc(C)o1)C(=O)NCc1ccccc1
-0.3	11	Cc1csc(N(C)C(=O)CSc2nnc(COc3cccc4ccccc34)o2)n1
-1.1	6	CCOc1cc(CNCCO)ccc1OCC(=O)NC(C)(C)C
0.5	-1	COc1ccc(N2CCN(C(=O)c3cc(=O)c4cc(Cl)ccc4o3)CC2)cc1
-0.2	8	Clc1nc2ccccc2cc1/C=N/Nc1nc2ccccc2[nH]1
0.4	12	O=C(Nc1ccsc1C(=O)N1CCCCCC1)c1ccccc1
1.9	14	O=C(NC1CCCCC1)Oc1cc2oc(=O)sc2cc1Br
0.4	29	COc1ccc(OCc2cc(C(=O)N3CCCC(O)C3)no2)c2ccccc12 (stereo unspecified)
-0.8	5	Cc1ccc(N2CC(C(=O)Nc3ccc(S(=O)(=O)Nc4ncccn4)cc3)CC2=O)cc1C (stereo unspecified)

In the list so far, these have a Cl atom:
STK33 inh	OX1R antag	Structure
-3.4	31	COc1cc(NS(=O)(=O)c2ccc(OC)c(C)c2C)c(OC)cc1Cl
/	1	CNCc1cn2cc(Cl)ccc2n1
-1.6	16	COc1ccc(OC)c(NC(=O)NNC(=O)CCCOc2ccc(Cl)cc2C)c1
-1.5	17	Cc1ccc(NC(=O)c2ccccc2Cl)c(Cl)c1
-2.4	15	CCc1ccc(C(=O)NCc2ccc(Cl)cc2)cc1
-0.6	-8	O=C(c1ccco1)N1CCN(S(=O)(=O)c2cc(Cl)ccc2Cl)CC1
-0.2	8	N=C(N)SCc1nc2ccccc2c(=O)n1-c1ccccc1Cl
1.1	25	O=C(COC(=O)c1nc(Cl)c(Cl)c(Cl)c1Cl)c1ccc[nH]1
1.0	15	O=C(Cc1n[nH]c(=O)c2ccccc12)OCc1c(Cl)cccc1Cl
2.3	38	Cc1ccc(C(=O)NC(=C(Cl)Cl)S(=O)(=O)c2ccc(C)cc2)cc1
-0.2	24	COc1ccc(NC(=O)CNC(=O)c2sc3ccccc3c2Cl)c(OC)c1
-1.7	22	COc1cc(/C=N/NC(=O)c2ccncc2)ccc1OCc1cnc(Cl)s1
2.0	12	CCCCN(CC)C(=O)c1cc2cc3ccc(Cl)cc3nc2o1
/	5	CC1(C)Cc2c(C#N)c(N3CCN(C(=O)c4ccccc4Cl)CC3)nc(-c3ccco3)c2CS1
-1.0	2	Cc1[nH]ccc(=O)c1Oc1ncc(C(F)(F)F)cc1Cl
-0.9	24	O=C(CSCc1ccc(Cl)cc1)N/N=C/c1ccccc1
0.0	4	Cc1cc(Cl)ccc1NC(=O)CCC(=O)N/N=C/c1cc([N+](=O)[O-])ccc1O
0.5	-1	COc1ccc(N2CCN(C(=O)c3cc(=O)c4cc(Cl)ccc4o3)CC2)cc1
-0.2	8	Clc1nc2ccccc2cc1/C=N/Nc1nc2ccccc2[nH]1

From PubChem
